Compound activity as filed in PubChem BioAssay.
ABCB6 inh MLPCN – human ABCB6 transporter inhibition. K562-ABCB6 porphyrin accumulation, flow cytometry, 1 h; hits give low values. fluorescence ratio to DMSO, % at 10 µM. Q9NP58. hit rate 0.19% among 360,000;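 active = fluorescence ratio to DMSO below 75%, the collection mean minus 3 SD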;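 note: signal is porphyrin accumulated inside mitochondria; 100% equals median channel fluorescence of DMSO control wells; lower ratio means ABCB6 inhibition with less porphyrin fluorescence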
PDI turbidity – blocks human protein disulfide isomerase activity; P07237; PDI insulin aggregation turbidity, A650, 90 min; inhibition, % at 10 µM; hit rate 0.052% among 350,000; AID 588391;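 active = mean inhibition across replicates of 30% or more, whatever share of single replicates reach that level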;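 note: absorbance from insulin aggregation driven by PDI reduction with DTT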
CaV13 FRET inh – Primary screen for inhibitors of IQ motif and Ca2+-dependent inactivation inhibitor domain binding in CACNA1D, Förster resonance energy transfer in living cells, …. HEK cells, CFP/YFP FRET ICDI-IQ, plate reader, 10 min; percent FRET-ratio fall versus neutral wells. inhibition, % at 12.3 µM. hit rate 0.098% among 340,000. AID 743397;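 active = mean replicate inhibition of at least 30% and at least 1% of replicates passing that level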;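 note: 0% = median of the neutral control wells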
Glyco luc inh – blocks N-linked glycosylation in D54 reporter cells; D54 ERlucT glycosylation luciferase reporter, 24 h; percent of 100 nM tunicamycin response; reporter increase, % at 12.5 µM; hit rate 0.23% among 360,000; AID 588692;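 active = mean luciferase reporter signal, scaled so untreated is 0 and the glycosylation-blocking control 100, at or above a set limit in every replicate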;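 note: luciferase carries N-glycosylation sites so blocking glycosylation raises the light; 0% = median of neutral control wells and 100% = median of 100 nM tunicamycin wells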
aDG glyco up – alpha-DG glycosylation activation. Pro5-aDG cells, alpha-DG glycosylation AlphaScreen (IIH6); 0% Pro5, 100% B10-LARGE cell signal. activation, % at 10 µM. hit rate 0.22% among 360,000. AID 624168;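 active = activation of at least 8% versus controls, or a plate z-score of at least 8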;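 note: Pro5 are CHO cells carrying HIG-tagged alpha-DG that lacks glycosylation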
MC4R barr agon – agonists of human melanocortin 4 receptor (MC4R) beta-arrestin; P32245; U2OS MC4R beta-arrestin complementation, luminescence; percent of melanotan II response, DMSO zero; activation, % at 8.9 µM; hit rate 0.98% among 360,000;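 active = activation above a per-plate cutoff, the mean activation of sample wells on that plate plus 3 SD, cut at about 8% in these data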
Target sequence (P32245 whole entry, looked up): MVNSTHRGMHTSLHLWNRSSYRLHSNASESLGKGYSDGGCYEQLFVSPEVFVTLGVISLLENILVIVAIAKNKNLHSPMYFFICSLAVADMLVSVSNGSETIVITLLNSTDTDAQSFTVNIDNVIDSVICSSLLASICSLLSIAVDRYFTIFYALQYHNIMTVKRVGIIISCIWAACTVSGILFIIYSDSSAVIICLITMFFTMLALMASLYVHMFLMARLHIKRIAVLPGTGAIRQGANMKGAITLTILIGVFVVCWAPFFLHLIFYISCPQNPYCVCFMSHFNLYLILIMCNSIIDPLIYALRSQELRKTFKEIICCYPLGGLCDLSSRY
Cardio protect – myocardial damage modulation in H9c2 cells; H9c2 cardiomyocytes, H2O2 injury protection, ATPLite, 2 h; protection from H2O2 cell death, % at 20 µM; hit rate 0.63% among 360,000;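 active = compounds giving at least 50% protection of heart cells from peroxide-induced death in the single-dose screen, raw or plate-pattern-corrected value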;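 note: 0% = DMSO wells with peroxide and 100% = DMSO wells without peroxide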
m5-HT2A agonist – mouse HTR2A agonism via beta-arrestin recruitment | hit rate 0.66% among 360,000 | P35363 | CHO-K1 mHTR2A beta-arrestin complementation, luminescence; percent of 30 µM serotonin response | AID 624169 | activation, % at 7.6 µM;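 active = activation above a run cutoff, the mean activation of all tested compounds plus 3 SD, cut at about 14% in these data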;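 note: 0% = plate median of compound wells and 100% = 30 µM serotonin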
Target sequence (P35363 whole entry, looked up): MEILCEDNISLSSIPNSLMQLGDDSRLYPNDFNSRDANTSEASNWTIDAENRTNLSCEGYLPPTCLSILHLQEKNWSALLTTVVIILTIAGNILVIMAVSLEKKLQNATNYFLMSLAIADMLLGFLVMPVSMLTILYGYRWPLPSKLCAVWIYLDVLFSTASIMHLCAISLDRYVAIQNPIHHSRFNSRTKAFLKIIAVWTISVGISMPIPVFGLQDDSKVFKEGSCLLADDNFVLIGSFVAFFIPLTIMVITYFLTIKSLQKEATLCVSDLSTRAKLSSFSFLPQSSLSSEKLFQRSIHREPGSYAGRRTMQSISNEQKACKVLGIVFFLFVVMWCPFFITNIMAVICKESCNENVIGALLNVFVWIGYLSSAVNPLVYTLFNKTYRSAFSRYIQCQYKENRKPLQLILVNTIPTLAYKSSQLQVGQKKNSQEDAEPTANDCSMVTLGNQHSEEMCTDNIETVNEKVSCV
MC4R antag cAMP – antagonists of human melanocortin 4 receptor (MC4R). MC4R-expressing cells, MTII-stimulated cAMP, LANCE TR-FRET. inhibition, % at 6.5 µM. hit rate 0.48% among 360,000;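 active = inhibition above its plate's cutoff, the mean of tested wells on that plate plus 3 SD, cut at about 29% in these data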;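 note: 0% = Melanotan II alone and 100% = Melanotan II plus saturating MCL0020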
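Assay system: U2OS cells stably expressing human melanocortin 4 receptor (MC4R) / Dosing: 6.5 µM / Timing: compound 30 min, challenge 1 h, detection 1 h / Measured by: Eu-cAMP/anti-cAMP TR-FRET, emission 671 nm / Replicates: singlicate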
Vif inh – HIV Vif inhibition; HEK293T cells, Vif self-association by quenched fluorescence, imaging, 24 h; inhibition, % at 7.49 µM; hit rate 0.35% among 340,000; AID 602346; in the data active = inhibition above about 50%, passing the limit was not always enough; note: some results filed as inactive read as strong as hits
* hit, by the source's call; nt = not tested or not shown.

Every second line gives: PDI turbidity	MC4R barr agon	CaV13 FRET inh	ABCB6 inh MLPCN	MC4R antag cAMP	Vif inh	Glyco luc inh	m5-HT2A agonist	Cardio protect	aDG glyco up
O=C(NC1(N2CCOCC2)CC1)c1ccc(Cl)cc1
    -2	-1.3	-4	93	-3	-5	1	15*	0	0.5
O=C(Nc1nnc(-c2ccco2)o1)C1CC1
    -4	3.6	1	89	2	1	0	5	2	0.0
O=C(/C=C/c1ccccc1Cl)NC1CCCCC1
    3	-0.3	-20	102	2	-2	1	-3	-3	0.1
CC(C)(C)OC(=O)N(CCc1ccccc1)Cc1ccccc1OCc1cccc(NC(=O)C2CCC2)c1
    -15	0.8	-5	95	9	nt	-10	2	-9	0.0
C/C(=N\NC(=O)CN1CCOCC1)C(C)(C)C
    4	-0.7	-8	91	7	nt	3	-4	4	0.0
CC(NS(=O)(=O)c1ccc2[nH]c(=O)c(=O)[nH]c2c1)C(=O)O (centres undefined)
    8	-2.5	1	95	7	-2	5	4	2	-0.3
CN1CCN(S(=O)(=O)c2ccc(C3CCCCC3)cc2)CC1
    9	-0.6	-6	94	3	-18	2	-13	-6	0.0
O=C(CSCc1ccc(F)cc1)NCc1ccc(F)cc1
    -8	-1.3	-2	96	6	-1	-1	-7	3	-0.2
CCOC(=O)c1c(C)[nH]c(C(=O)COC(=O)c2oc3ccccc3c2C)c1C
    -17	8.3*	-5	101	-3	12	2	-2	-2	0.2
Cc1ccc(S(=O)(=O)N2CC(O)CC2C(=O)NCc2ccc3c(c2)OCO3)cc1 (centres undefined)
    1	-1.6	5	97	13	14	3	-2	-6	-0.1
Cc1oc(-c2cccc(C(F)(F)F)c2)nc1CN1CCC[C@H]1CO
    -2	-1.1	-2	95	16	1	-1	2	-8	0.0
Cc1cc2nc(C(C)(C)C)c(Cc3cccc(Cl)c3)n2c(C)c1Br
    nt	nt	-5	125	nt	nt	nt	-4	nt	-0.1
CCC1Nc2ccccc2-c2nnc(SC)nc2O1 (centres undefined)
    0	1.6	-3	95	0	-20	0	4	-8	-0.1
Cc1ccc(OCC(=O)N(C)CC(=O)N(CC(C)C)c2c(N)n(CC(C)C)c(=O)[nH]c2=O)c(C)c1
    2	0.5	-7	100	17	-5	-1	-6	-2	-0.1
CC(C)(C)c1ccc(S(=O)(=O)N2CCN(C3CCCC3)CC2)cc1
    -13	-3.5	-2	163	0	-2	-4	1	-6	0.6
COc1cc2c(=O)n(Cc3ccccc3)c(=O)n(CC(=O)NCC3CCCO3)c2cc1OC (centres undefined)
    8	1.0	-3	97	8	-1	2	4	5	0.0
O=C(Cc1n[nH]c(=O)[nH]c1=O)N/N=C/c1cccc(O)c1
    1	1.1	-4	107	-2	12	1	-1	5	0.5
Cc1cc([N+](=O)[O-])ccc1NC(=O)CN1CCN(Cc2ccccc2)CC1
    -12	-0.3	-1	97	-1	8	0	0	0	0.1
Cc1nnc(SCC(=O)Nc2sccc2C(N)=O)n1Cc1ccccc1
    4	-0.1	-8	97	20	4	0	1	-2	0.0
CCn1c(SCc2ccc(C)cc2)nnc1-c1nn(-c2ccccc2)ccc1=O
    3	-0.6	nt	96	-4	-4	1	-1	4	0.5
CCOC(=O)C1CCCN(C(=O)c2c(-c3ccccc3)noc2C)CC1 (centres undefined)
    -1	-0.1	-11	94	-7	5	0	-2	-8	1.0
Fc1ccc(Nc2ccc3ccccc3n2)c(F)c1
    13	0.3	-6	94	-4	0	-17	-6	-15	0.0
COc1ccc(OC)c(NC(=O)COC(=O)Cn2nnc(-c3ccccc3)n2)c1
    -13	-1.0	-2	97	5	-3	1	0	6	0.2
O=C(CCNC(=O)c1ccco1)Nc1ccc(C(F)(F)F)cc1
    -8	1.0	-2	105	16	-3	4	-2	4	0.4
CCC(C)N(C)C1CCN(C(=S)Nc2cccc(OC)c2)CC1 (centres undefined)
    -4	-0.2	-2	94	-1	-11	-1	0	1	-0.1
O=[N+]([O-])c1ccc(Cl)c(S(=O)(=O)NC2=NCCC2)c1
    0	-0.1	-7	97	4	4	1	3	-1	0.0
Cc1ccc(S(=O)(=O)N2CCN(C(=O)N3CCCCC3)CC2)c(C)c1
    -1	-0.8	-13	99	-6	nt	-2	-3	-16	-0.1
COc1ccccc1CN1C[C@@H]2C[C@@H](c3ccc4nsnc4c3)N3CCC[C@@]23C1=O
    9	-1.1	-15	95	7	12	6	-1	3	-0.3
Cc1nn(C(=O)c2cccs2)c(N)c1-c1ccccc1
    nt	3.0	-5	98	-7	nt	-1	0	-23	-0.4
C[C@@]12C(=O)N(Cc3ccc(-c4ccccc4)cc3)CC(=O)N1[C@H](/C=C/c1ccccc1)[C@@H]1C(=O)N(c3ccccc3)C(=O)[C@@H]12
    -4	-0.4	-11	95	2	-3	4	-4	10	-0.1
O=C(CSc1nnc(C2CC2)n1Cc1ccccc1)Nc1cccnc1Cl
    4	0.8	-7	85	-2	-5	-1	7	-5	-0.3
CC(/C=N/NC(=O)c1nnn(-c2nonc2N)c1C(C)C)=C\c1ccco1
    -5	1.1	-6	83	-6	-7	5	-2	-5	-0.3
Cn1c(=O)c2cc(NC(=O)c3ccccc3Cl)c(=O)oc2n(C)c1=O
    2	0.1	nt	100	22	-9	-1	3	14	-0.2
COc1ccccc1C(=O)N(C)CC(=O)Nc1ccc(N2CCOCC2)cc1
    -11	-1.2	-2	96	1	-2	1	2	7	0.3
COc1ccc(OC)c(NC(=O)CSc2nnc(CNC(=O)COc3ccc(Cl)cc3)o2)c1
    3	0.5	nt	100	6	2	1	-1	-3	0.0
CC(C)NC(=O)C1CCCN(S(=O)(=O)c2cccc3nonc23)C1 (centres undefined)
    -1	0.3	-3	92	-1	-4	0	7	7	-0.1
CCC(=O)Nc1nc2c(c(=O)[nH]1)CCCC2
    2	-0.1	-5	90	18	-1	2	0	10	0.0
Cc1ccnc(N2CCCC(C(=O)Nc3cc(F)ccc3C)C2)n1 (centres undefined)
    -4	-0.4	-8	94	6	nt	-1	2	4	0.1
COc1ccc(Cl)cc1-n1c(C)ccc1C
    -3	-2.3	-3	109	3	-3	3	7	5	-0.1
O=C(COc1ccc(Cl)cc1Cl)NC(=S)Nc1ccc(CN2CCOCC2)cc1
    0	8.1	-5	95	4	-5	-1	-1	-6	-0.1
CCOc1ccc(Nc2nc(N)nc(CSC(=S)N3CCOCC3)n2)cc1
    -5	1.2	-20	96	24	-2	-2	2	-4	0.1
O=c1[nH]c2ccc(S(=O)(=O)Nc3ccc(Cl)cc3)cc2o1
    -3	-2.3	nt	98	8	-8	0	2	-5	0.2
CN1CCN(C(=O)c2ccccc2N(Cc2ccccc2)S(=O)(=O)c2ccccc2)CC1
    3	-2.4	-8	83	3	-5	0	-1	13	-0.2
COc1ccccc1N1CCN(S(=O)(=O)c2ccc(Br)s2)CC1
    4	0.2	-5	103	6	9	2	-2	4	0.3
CSc1nc(O)c(C2OC(=O)c3ccccc32)c(=O)[nH]1 (centres undefined)
    4	-1.2	-2	87	2	-11	2	7	5	-0.1
Cn1c(NCCc2ccncc2)nc2cc(-c3cccc(C(F)(F)F)c3)sc2c1=O
    2	-1.7	-6	100	6	-1	-3	5	0	-0.2
Cc1cc(C)cc(N(C(=O)c2ccc(Br)o2)C2C=CS(=O)(=O)C2)c1 (centres undefined)
    7	1.1	7	102	-2	23	4	3	7	-0.3
Cc1ccc(C)c(S(=O)(=O)NCC(=O)Nc2ccc3c(c2)OCO3)c1
    9	-1.3	nt	100	3	4	2	-3	3	0.0
Cc1nc(CS(=O)(=O)c2ccccn2)sc1C(=O)NNC(=O)c1ccc(Cl)cc1
    -3	-0.5	-18	96	10	2	1	-1	-2	0.1
CN(C)CC/C=C1\c2cc(Cl)ccc2Sc2cc(F)c(F)cc21
    -3	1.2	-16	97	-1	11	-8	-13	4	0.6
CC(OC(=O)/C=C/c1ccccc1)C(=O)Nc1ccc(C(N)=O)cc1 (centres undefined)
    2	-2.6	-5	95	0	1	0	-4	-6	-0.2
Cc1ccc(S(=O)(=O)c2nc(-c3ccco3)oc2SCC(=O)NCC2CCCO2)cc1 (centres undefined)
    -7	-0.1	-8	101	-1	-3	1	-4	6	0.2
O=C(COc1ccc(/C=N/NC(=O)c2cc3ccccc3o2)cc1Br)Nc1ccccc1
    0	53*	-8	92	6	nt	62*	13	-8	-0.4
CN(c1ccccc1)S(=O)(=O)c1ccc(Cl)c(C(=O)OCC(N)=O)c1
    0	-2.5	-6	97	8	nt	2	-2	-4	-0.1
CC1CCC2(CC1)NC(=O)N(CC(=O)c1ccc(CNC(=O)C(C)(C)C)s1)C2=O (centres undefined)
    3	2.1	-4	98	3	5	0	0	-6	-0.1
COC(=O)c1c(-c2ccccc2)csc1NC(=O)c1c(-c2ccccc2)noc1C
    -1	0.5	-2	87	3	-8	-16	-1	-5	-0.5
O=C1CCc2cc(S(=O)(=O)Nc3cccc(F)c3)cc3c2N1CC3
    1	-0.8	-15	98	12	4	1	12	0	0.1
CCOC(=S)SCc1cn2ccccc2n1
    3	-1.1	-1	106	8	1	0	2	9	0.0
COc1ccc(F)cc1-c1cc(C(=O)NCc2cccc(C(F)(F)F)c2)[nH]n1
    5	1.6	-4	101	15	nt	0	-8	-6	1.3
COc1ccc(NC(=O)c2cc(-c3ccccn3)nc3c(C)cc(C)cc23)c(C)c1
    -7	12*	-5	99	20	6	5	0	4	-0.4

New compounds follow
Every second line gives: PDI turbidity	MC4R barr agon	CaV13 FRET inh	ABCB6 inh MLPCN	MC4R antag cAMP	Vif inh	Glyco luc inh	m5-HT2A agonist	Cardio protect	aDG glyco up
N#Cc1cn(Cc2cccc(Cl)c2)c2ccccc12
    -8	-0.3	0	95	6	-11	-3	-1	-3	0.9
CCC(=O)Nc1ccc(NC(=S)NC(=O)/C=C/c2ccccc2)cc1
    -3	3.6	-8	98	0	36	-2	0	5	0.2
C=CCSc1nnc(Cc2c(C)[nH]c3ccccc23)o1
    -2	-0.6	-7	86	7	nt	-2	-6	-3	0.8
Cc1oc2cc(O)ccc2c(=O)c1-c1nncn1-c1ccccc1
    0	0.8	2	99	-4	2	1	4	6	-0.4
CN(C)c1ccc(/C=N/NC(=O)C2COc3ccccc3O2)o1 (centres undefined)
    21	0.4	-5	103	4	-8	1	1	5	0.1
CCC1(CC)NC(=O)N(CC(=O)N2CCN(S(=O)(=O)c3cccc(F)c3)CC2)C1=O
    5	-1.8	-2	96	-1	14	1	0	6	0.0
COc1ccccc1CNC(=O)Nc1nc(C(N)C(C)C)cs1 (centres undefined)
    13	0.7	-10	75	7	-2	-4	1	-3	0.0

Rows are unselected; about 3.6% have a hit in one of these screens.
